Screening data (PubChem BioAssay)
MT stabilize HCS: microtubule stabilizers in HeLa cells, primary screen, imaging, high-content imaging; AID 2205, 2009; HeLa tubulin immunostaining HCS, 24 h; share of cells brighter than vehicle mean+2SD; % tubulin-high responders, % at 10 µM; 200,000 tested, 0.83% active;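 active = plate Z-score above 3 for both tubulin-high and condensed-nucleus cell shares, with cell loss under 80%, at 10 µM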;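 note: anti alpha tubulin signal scored within the nucleus-defined area of each cell; some results filed as inactive read as strong as hits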
P. falciparum M17LAP: P. falciparum M17LAP inhibitors, primary screen, biochemical, fluorogenic H-Leu-NHMec substrate, 1536-well (AID 1619) | Leucine aminopeptidase (Plasmodium falciparum (isolate 3D7)) | recombinant M17LAP, H-Leu-NHMec fluorogenic kinetic assay; higher % means a stronger effect | inhibition, % at 30 µM; hits with a dose series show IC50 in µM | 220,000 tested, 0.38% active;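 active = compound inhibiting the enzyme by more than half at any dose during confirmatory dose-response retesting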;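 note: plate controls were full reaction with DMSO carrier for no effect and no enzyme background for full effect; strong numbers were not always called active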
Dynein cargo inh: inhibitors of GR-EGFP nuclear translocation, primary screen, dynein cargo transport inhibitor project, imaging, high-content, 3617.4 mouse cells | test concentration mostly 20 µM; stimulated with dexamethasone, 1 µM; hits give low values | 220,000 tested, 0.47% active | z-score, hits read low;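 active = plate z-score of nuclear minus cytoplasmic receptor signal below a set negative limit, without overly bright fluorescence or cell loss, cut at about -3.5 in these data, passing the limit was not always enough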;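 note: z-score of nuclear minus cytoplasmic ring GR-EGFP intensity difference per well; some compounds called inactive have numbers as strong as hits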
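Also added – dexamethasone, 1.0 µM final · Buffer or medium – tet-free, stripped-serum medium · Schedule – induction 48 h, compound 1 h, agonist 30 min · Detection – formaldehyde fixation, Hoechst nuclear stain, 10x automated fluorescence imaging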
M1AAP inhibition: P. falciparum M1AAP inhibitors, biochemical, fluorogenic H-Leu-NHMec substrate, 1536-well (AID 1445) | inhibition, % at 30 µM; hits with a dose series show IC50 in µM | recombinant M1AAP, H-Leu-NHMec fluorogenic kinetic assay; higher % means a stronger effect | Aminopeptidase N (Plasmodium falciparum (isolate 3D7)) | 220,000 tested, 0.42% active;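 active = primary inhibition above the hit cutoff, then over 50% inhibition at one or more dose response concentrations, cut at about 23% in these data, passing the limit was not always enough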;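 note: plate controls were DMSO full reaction for no effect and no enzyme background for full effect; strong numbers were not always called active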
Autophagy mod: autophagy modulators in MEF cells, primary screen, imaging, high-content, MEF GFP-LC3. MEF GFP-LC3 puncta imaging; test concentration mostly 10 µM. calls only at 10 µM (by protocol). 190,000 tested, 0.98% active;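 active = percentage of spot-positive cells more than 3 SD above its plate mean, without a fluorescence outlier flag or 80% toxicity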;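 note: spot-positive cell cutoff set from DMSO-treated cells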
bCat nuc transl: modulators of beta-catenin nuclear translocation, primary screen, imaging, HeLa cells, immunofluorescence, high-content. nuclear translocation activity, % at 5 µM. 190,000 tested, 0.3% active;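 active = nuclear translocation activity above 50% at 5 µM, with a well cell count of 50 or more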;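 note: per-cell ratio of nuclear to cytoplasmic median beta-catenin stain intensity; plate controls were DMSO negative control for no effect and GSK-3 inhibitor IX positive control for full effect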
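Test system: human HeLa cell line; Doses: 5 µM primary, 0.02–20 µM confirmation; Incubation: 24 h compound exposure, 37°C; Detection: beta-catenin immunofluorescence imaging with DAPI; Read-out: beta-catenin nuclear/cytoplasmic ratio, % activation.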
UTI89 phage lysis: inhibition of K1F phage lysis, E. coli UTI89, bacterial capsule biogenesis inhibitors, alamar blue (AID 488966). E. coli UTI89 K1F phage lysis, alamar blue, 2 h; higher % means a stronger effect. one-dose inhibition, % at 100 µM; IC50 in µM for titrated hits. 340,000 tested, 0.02% active;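 active = phage lysis inhibition, versus mean bacterial control, above a set limit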;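 note: capsule biogenesis inhibitors block K1F phage lysis so surviving cells raise fluorescence; higher fluorescence means more inhibition of phage lysis; actives were called in the ten point dose series up to 300 µM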
Ins promoter up: insulin promoter activators in MIN6 cells, imaging, high-content screening, mouse beta cells; 190,000 tested, 0.3% active; MIN6 insulin promoter-GFP reporter; hits give high values; z-score at 5 µM;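 active = z-score above 3 at 5 µM with at least 500 cells counted in the well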
ER stress rescue: rescue of cells from ER stress-induced death, primary screen, 384-well, CSM14.1, thapsigargin, ATP luminescence (AID 1222); 190,000 tested, under 10 active; CSM14.1 thapsigargin-induced death rescue, ATP luminescence; higher % means a stronger effect; cellular ATP content (survival), % at 20 µM, or EC50 in µM where a hit was titrated;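 active = EC50 below 50 µM in the dose-response confirmation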;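 note: death triggered by thapsigargin at about 15 µM added after 2 h compound pretreatment; cell ATP read after overnight thapsigargin exposure of roughly 18 to 22 hours; normalized against plate controls of thapsigargin alone and 5% DMSO vehicle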
Dynein cargo inh cytoplasmic EGFP: recorded beside Dynein cargo inh, whose call it bears; z-score; measured here: cytoplasmic GR-EGFP intensity; hits give high values
Dynein cargo inh nuclear GR-EGFP: further read-out of Dynein cargo inh, marked with its call; z-score; measured here: nuclear GR-EGFP intensity;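 lower value marks the stronger effect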
Dynein cargo inh cell count: second read-out of Dynein cargo inh, no call of its own (marks repeat the call); z-score; measured here: cell count per field
Ins promoter up cell count: recorded beside Ins promoter up, whose call it bears; cell count; measured here: cytotoxicity, nuclei count;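 total cells summed across four imaged fields per well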
bCat nuc transl cell count 5 µM: recorded beside bCat nuc transl, whose call it bears; cell count; measured here: cell count, cytotoxicity flag
MT stabilize HCS Hoechst-high %: also measured in MT stabilize HCS; calls as there; % Hoechst-high responders; measured here: nuclear condensation Hoechst responders;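 share of cells brighter than vehicle mean plus two SD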
MT stabilize HCS cytotoxicity %: recorded beside MT stabilize HCS, whose call it bears; toxicity, %; measured here: cytotoxicity by cell density;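 0% = mean cell density of plate MIN control wells and 100% = no cells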
Autophagy mod cell loss 18 h: second read-out of Autophagy mod, no call of its own (marks repeat the call); toxicity, %; measured here: cell loss, nuclei count;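 cell loss after 18 h compound exposure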
Numbers without * were called inactive; i = inactive; · = no result given; [ ] = another dose, or the depositor's remark.

Sequence of screens – MT stabilize HCS	MT stabilize HCS Hoechst-high %	MT stabilize HCS cytotoxicity %	P. falciparum M17LAP	Dynein cargo inh	Dynein cargo inh cytoplasmic EGFP	Dynein cargo inh nuclear GR-EGFP	Dynein cargo inh cell count	M1AAP inhibition	Autophagy mod	Autophagy mod cell loss 18 h	bCat nuc transl	bCat nuc transl cell count 5 µM	UTI89 phage lysis	Ins promoter up	Ins promoter up cell count	ER stress rescue
> O=C(COc1ccccc1)Nc1ccccc1N1CCCCC1
    3.3	3.5	3.2	3%	-0.46	-0.33	-0.26	0.35	4%	i	-12	0.8	1170	0.4%	-0.46	1119	-5.7%
> COc1ccc(-c2csc3ncnc(Oc4ccc5c(C)cc(=O)oc5c4)c23)cc1
    2.5	3.0	4.6	-1%	-0.071	-0.18	-0.076	0.027	2%	i	12	0.0	1038	3.7%	-0.31	1414	0.2%
> COc1ccc(C(=O)N2CCN(c3ccccn3)CC2)cc1
    1.7	1.3	14	10%	1.1	-0.06	0.66	-0.099	15%	i	-4	·	·	-0.4%	-0.29	955	-1.0%
> N#C/C(=C/c1cn(CC(=O)O)c2ccccc12)C(=O)NCc1ccccc1
    2.5	2.0	8.5	21%	0.98	-0.37	-0.18	0.48	0%	i	-8	0.7	948	0.3%	0.09	1586	-2.9%
> NC(=O)C[C@@H]1NC(=O)[C@H](CCC(=O)O)NC(=O)c2cc([N+](=O)[O-])cc(I)c2OCC[C@@H](C(N)=O)NC1=O
    3.9	3.3	6.7	12%	-0.6	-0.26	0.23	0.6	6%	i	-9	·	·	-0.1%	0.3	1030	-1.8%
> Cc1cccc(NC(=S)NCc2ccc(F)cc2)c1
    1.8	2.6	4.3	13%	-0.63	-0.24	-0.66	0.85	9%	i	6	-1.8	554	6.8%	0.43	1309	-3.6%
> COn1c(-n2nc(C)cc2C)nc2ccccc2c1=O
    2.4	1.7	3.7	10%	-0.48	-0.23	-0.13	0.43	1%	i	-14	1.0	1400	4.8%	-0.3	1249	-1.5%
> Cc1ccc(S(=O)(=O)N2CCC(NC(=O)OC(C)C)CC2)cc1
    4.8	1.7	7.9	1%	-0.36	-0.31	-0.19	0.09	3%	i	-1	-0.8	1156	-0.4%	0.2	1338	4.1%
> Nn1c(Cc2ccc(F)cc2)n[nH]c1=S
    3.7	2.4	6.6	3%	-0.54	-0.33	0.082	0.28	1%	i	12	2.4	984	-0.8%	-0.3	1186	0.6%
> CC1CN(C(=O)c2cc(F)c(F)cc2Cl)CC(C)O1 (stereo unspecified)
    2.0	1.5	4.1	·	-0.62	-0.22	-0.11	1.3	·	i	0	·	·	-0.7%	·	·	·
> Cc1cc(SCC(=O)c2cccs2)nc2ccccc12
    4.1	3.3	5.1	0%	-0.66	-0.14	-0.47	0.085	5%	i	5	0.0	1048	1.2%[50 µM]	1.1	1506	-1.8%
> O=C(Oc1ccc(Cl)c2ccccc12)N1CCCCC1
    2.6	3.0	5.0	-4%	0.72	-0.28	0.19	0.17	3%	i	4	·	·	0.4%	·	·	-0.1%
> Cc1ccc(S(=O)(=O)N/N=C/c2c(C)nn(-c3ccccc3)c2C)cc1
    1.8	1.5	12	0%	-0.14	0.19	0.32	0.42	-1%	i	-3	-2.0	981	0.4%	0.1	941	1.6%
> CN(c1cccc(NC(=O)c2ccccc2N(C)S(=O)(=O)c2ccccc2)c1)S(C)(=O)=O
    3.6	3.4	10	4%	0.37	-0.092	0.19	-0.81	7%	i	-11	1.3	881	5.2%	-0.32	1297	-1.3%
> Cc1ccc(S(=O)(=O)N(CC(=O)NCCC2=CCCCC2)Cc2ccccc2F)cc1
    3.1	1.1	7.6	6%	0.11	0.092	0.27	0.17	2%	i	0	-2.2	1412	-0.2%	0.13	1577	0.2%
> Cc1ccc(-c2nn(CC(=O)NCCN3CCOCC3)c(=O)c3ccccc23)cc1
    2.7	1.7	9.4	3%	-0.39	-0.29	-0.9	0.75	5%	i	-6	-0.7	1131	0.4%	0.01	1781	-1.3%
> Cc1cc(N2CCOCC2)n2cc(-c3ccc(F)cc3)nc2n1
    4.6	2.0	7.2	-2%	1.3	-0.24	0.53	-0.13	8%	i	7	-0.8	969	-0.1%	-1.2	1554	1.2%
> N#CC(C(=O)c1ccc(S(=O)(=O)N2CCCCCC2)cc1)c1nc2ccccc2[nH]1 (stereo unspecified)
    3.5	2.4	9.0	2%	0.35	-0.19	0.56	-0.29	0%	i	-9	-1.7	1159	-0.3%	-0.49	1240	-0.7%
> Cc1cccc2cc(C3CC(c4ccco4)=NN3S(=O)(=O)c3ccccc3)c(Cl)nc12 (stereo unspecified)
    2.5	1.5	5.0	-3%	-0.44	-0.25	-0.53	0.15	-3%	i	3	-3.1	574	0.2%	-0.15	1291	-2.8%
> Cc1ccccc1NC(=O)CN1C(=O)NC(C)(c2ccc3c(c2)OCO3)C1=O (stereo unspecified)
    1.2	1.7	7.4	20%	1	0.33	1	-0.76	13%	i	8	-0.3	1205	0.2%	-1.2	921	6.8%
> CCC(C)(C)NC(=O)Cn1c(-c2ccccc2)cc(C(C)=O)c1C
    2.5	1.3	3.6	11%	0.14	-0.23	-0.26	0.95	9%	i	16	-1.1	1114	0.1%	-0.13	1167	-1.3%
> Cc1ccc(S(=O)(=O)Oc2ccc(N3C(=O)C4C5CCC(C5)C4C3=O)cc2)cc1 (stereo unspecified)
    1.8	1.3	0.7	-2%	-0.18	-0.16	0.037	-0.34	0%	i	-39	-1.6	1128	1.5%	-0.5	1346	·
> O=C(CSc1ccccc1C(=O)O)NCC1CCCCC1
    1.6	1.5	9.1	-3%	1.6	-0.12	0.61	-1.4	1%	i	31	0.5	967	0.2%	-0.65	1555	-1.6%
> COc1cccc(NC(=S)NCCCN2CCOCC2)c1
    3.0	2.3	11	-1%	-0.9	-0.24	-0.3	0.67	-2%	i	7	-1.7	985	1.8%	-0.17	1350	-3.5%
> CC1(C)NC(=O)NC2(C)NC(=O)NC(C)(C)C12 (stereo unspecified)
    0.9	1.5	15	-3%	0.98	-0.19	0.78	-0.92	-2%	i	1	0.7	1097	1.6%	1.1	1270	1.1%
> Cn1nc(-c2ccc(Cl)cc2)c2cc(C(=O)NCc3ccco3)sc21
    5.7	2.7	2.8	5%	-0.83	-0.14	-0.36	-0.041	19%	i	10	·	·	-0.3%	-1.2	979	1.0%
> CN(Cc1cnn(-c2ccc(F)cc2)c1)Cc1nc(Cc2ccccc2)no1
    3.1	1.9	9.4	·	0.95	-0.24	1.1	-0.89	·	i	13	-0.6	1027	0.0%	0.69	1432	-0.6%
> Cc1c(Cl)c([N+](=O)[O-])nn1CC(=O)NCC1CCCO1 (stereo unspecified)
    1.5	0.7	1.2	9%	1.5	-0.36	0.45	-0.18	-3%	i	3	-0.5	976	-0.4%	0.2	1415	-1.0%
> C/C(N)=C(/C#N)C(=O)CSc1nnc(Nc2cccc(C)c2)s1
    4.7	1.5	1.3	16%	-1.1	-0.041	-1	1.6	-1%	i	-5	-0.6	1202	0.9%	-0.18	1199	-1.3%
> NS(=O)(=O)c1ccc(CCNCC(=O)NC2CC2)cc1
    ·	·	·	-5%	0.051	-0.19	0.043	-0.12	0%	·	·	-1.6	1130	-0.1%[50 µM]	0.53	1458	·

Copied from the list:
Reading of Cc1cccc(NC(=S)NCc2ccc(F)cc2)c1 under M1AAP inhibition: 9%
Reading of Cc1ccc(S(=O)(=O)N(CC(=O)NCCC2=CCCCC2)Cc2ccccc2F)cc1 under ER stress rescue: 0.2%

Next results.
Sequence of screens – MT stabilize HCS	MT stabilize HCS Hoechst-high %	MT stabilize HCS cytotoxicity %	P. falciparum M17LAP	Dynein cargo inh	Dynein cargo inh cytoplasmic EGFP	Dynein cargo inh nuclear GR-EGFP	Dynein cargo inh cell count	M1AAP inhibition	Autophagy mod	Autophagy mod cell loss 18 h	bCat nuc transl	bCat nuc transl cell count 5 µM	UTI89 phage lysis	Ins promoter up	Ins promoter up cell count	ER stress rescue
> COC(=O)c1c(NC(=O)Cn2nc(C(F)F)cc2C(F)F)sc(C)c1C
    3.9	1.6	7.4	-10%	0.032	-0.24	-0.69	0.86	4%	i	-4	·	·	-0.8%	·	·	2.1%
> CCC1N=C(SC)NC(C)=C1C(=O)c1ccccc1 (stereo unspecified)
    3.4	2.1	4.7	4%	-0.65	-0.18	-0.53	0.18	6%	i	3	4.0	548	1.9%	·	·	0.7%
> CCOC(=O)c1ccccc1NC1c2ccccc2C(=O)N1C1CCN(C(=O)OCC)CC1 (stereo unspecified)
    4.2	1.6	6.8	-11%	-0.22	-0.078	0.0054	-0.031	7%	·	·	3.6	929	1.2%	·	·	·
> Cc1ccc(OCC(=O)N/N=C/c2cccn2C)cc1C
    ·	·	·	16%	0.19	1.1	0.46	-0.13	2%	·	·	1.2	1299	-1.9%	-0.14	1365	·
> CC1(C)COC(c2cccn2Cc2ccccc2Cl)=N1
    3.4	1.7	7.1	-7%	-0.91	-0.12	0.38	0.49	-8%	i	8	0.2	989	0.1%	-0.77	1292	1.8%
